Screens deposited in PubChem by National Center for Advancing Translational Sciences (NCATS).
KCNH2 3.1 inh = blocks the human KCNH2 3.1 channel isoform. activity change, % (tested at about 1.8 µM). 340,000 tested, 0.95% active. U2OS KCNH2 3.1, thallium flux FluxOr; hits give low values;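 active = maximum activity change below -70%; inconclusive = maximum activity change from -70% to -50%; inactive = maximum activity change above -50%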;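 note: thallium influx rate constant from kinetic fluorescence after stimulation buffer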
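U2OS cells transduced with KCNH2 3.1 mutant virus (1.77 x 10^8 /mL, 4 h), plated overnight at 37 C, loaded 45 min with FluxOr dye plus Red40 quencher. Thallium flux rate constant from kinetic reads after stimulation buffer, normalised to controls.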
BCR signal inh = blocks chronic active B-cell receptor signaling; ABC-DLBCL IkBa-CBG/CBR reporter, luminescence ratio, 4 h; AID 493014; 340,000 tested, 0.05% active; Potency, µM (series often up to 46.1 µM), for the others: top-dose ratio change, negative = lower green/red ratio, hits mostly inhibitors; active = well fitted inhibition curve with a large enough effect in the signal ratio, with a control signal flat, not every such curve was filed as active; inconclusive = small, poorly fitted or top-dose-only effect, or effect the other way, or a change in a side signal; the % refers to the signal ratio;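 note: potency is the fitted concentration of half-maximal effect; plate controls were basal doxycycline-induced cells for no effect and cells given 10 µM MG132 for full effect; MG132 reads +100%, hits lower the ratio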
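TMD8 ABC-DLBCL cells carrying doxycycline-inducible green luciferase fused to IkappaBalpha plus unfused red luciferase were exposed to compounds (up to 46 uM) for 4 hrs at 37C. Activity came from the overlap-corrected green/red luminescence ratio.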
Giardia kill = Giardia lamblia killing; activity change, % at 7.66 µM, hits read low; Giardia lamblia trophozoite viability; 340,000 tested, 0.15% active; in the data active = activity change below about -80%; inconclusive = between about -30% and that limit;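 note: parasites exposed to compound for two days anaerobically before the ATP read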
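Killing of trophozoites was scored by loss of ATP luminescence after a 48 hrs anaerobic exposure to compounds at 37 deg C, using 100 cells per well.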
uPA surface inh = inhibitors of cell surface uPA generation. Potency, µM (doses to about 38.3 µM), inactives show top-dose activity change, negative = inhibition, actives largely listed as inhibitors. 330,000 tested, 0.31% active. cell surface uPA generation assay, qHTS; active = well fitted inhibition curve with a large enough effect; inconclusive = small, poorly fitted or top-dose-only effect; inactive = no such curve, though single readings can be large or run the other way; tested in mouse RAW 264.7 cells; note: potency is the fitted concentration of half-maximal effect; nearly all actives have a fitted effect of over 55% in size
PKM2 act = activators of human pyruvate kinase M2 | Potency, µM (top dose mostly 57.5 µM), for inactives: top-dose activation, actives largely listed as activators | 260,000 tested, 0.34% active | P14618 | purified PKM2, Kinase-Glo ATP luminescence, activation; response scale: 0% is enzyme alone, no compound; note: potency is the fitted concentration of half-maximal effect; nearly all actives have a fitted effect of over 55% in size
Target sequence (P14618 whole entry, looked up): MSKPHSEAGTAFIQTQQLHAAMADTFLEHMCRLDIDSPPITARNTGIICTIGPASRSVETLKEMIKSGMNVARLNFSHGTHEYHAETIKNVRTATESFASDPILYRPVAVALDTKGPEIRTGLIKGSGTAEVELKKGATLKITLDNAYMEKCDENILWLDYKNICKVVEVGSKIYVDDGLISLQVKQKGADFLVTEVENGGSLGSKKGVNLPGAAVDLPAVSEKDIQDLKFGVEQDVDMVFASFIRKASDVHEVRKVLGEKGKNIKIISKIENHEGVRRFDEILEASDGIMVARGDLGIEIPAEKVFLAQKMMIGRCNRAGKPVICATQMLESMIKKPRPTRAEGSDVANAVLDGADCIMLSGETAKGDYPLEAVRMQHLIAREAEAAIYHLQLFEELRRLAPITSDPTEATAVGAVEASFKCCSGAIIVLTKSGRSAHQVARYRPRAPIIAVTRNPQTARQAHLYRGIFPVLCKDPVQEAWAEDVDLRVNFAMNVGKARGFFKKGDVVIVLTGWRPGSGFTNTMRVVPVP
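ATP formation by purified human PK-M2, quantified via coupled luciferase luminescence after 1 h at room temperature with 0.1 mM ADP and 0.5 mM PEP final.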
KCNH2 WT inh = blocks the wildtype human KCNH2 potassium channel; U2OS, BacMam KCNH2, thallium flux FluxOr; hits give low values; activity change, % at 1.84 µM; 340,000 tested, 0.37% active;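 active = maximum activity change below -70%; inconclusive = maximum activity change between -70% and -50%; inactive = maximum activity change above -50%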
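U2OS cells were transduced with wild-type KCNH2 virus (2.03 x 10^8 / mL) for 4 h at room temperature, then cultured overnight at 37 C. Thallium flux was read with FluxOr dye. Rate constants were normalized to DMSO controls.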
USP2a block = USP2a (human) protease inhibition; 330,000 tested, 0.01% active; AID 463254; USP2 core, Ub-CHOP2 coupled fluorogenic reporter, 485/531; Potency, µM (top dose mostly 38.3 µM), without a hit: top-dose activity change, negative = inhibition, hits mostly inhibitors;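 note: potency is the fitted concentration of half-maximal effect; plate controls were DMSO wells for no effect and full inhibition by NEM control for full effect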
Target sequence (O75604 whole entry, looked up): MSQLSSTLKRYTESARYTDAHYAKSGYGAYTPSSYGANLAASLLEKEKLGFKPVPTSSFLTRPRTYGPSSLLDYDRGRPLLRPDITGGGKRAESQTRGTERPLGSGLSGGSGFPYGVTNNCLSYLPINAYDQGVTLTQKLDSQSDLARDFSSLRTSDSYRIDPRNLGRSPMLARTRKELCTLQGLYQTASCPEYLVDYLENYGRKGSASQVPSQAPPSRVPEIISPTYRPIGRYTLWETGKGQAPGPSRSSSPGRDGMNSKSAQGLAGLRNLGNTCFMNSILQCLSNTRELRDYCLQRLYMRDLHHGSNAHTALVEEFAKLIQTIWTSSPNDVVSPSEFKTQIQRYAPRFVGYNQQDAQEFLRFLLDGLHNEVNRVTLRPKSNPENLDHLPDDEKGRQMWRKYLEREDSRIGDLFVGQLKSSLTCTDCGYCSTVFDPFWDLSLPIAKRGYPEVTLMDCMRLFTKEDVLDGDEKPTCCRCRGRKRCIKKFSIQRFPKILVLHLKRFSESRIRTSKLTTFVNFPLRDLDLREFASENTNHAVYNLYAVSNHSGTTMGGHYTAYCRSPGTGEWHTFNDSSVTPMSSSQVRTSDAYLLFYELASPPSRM
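Deubiquitinase activity read as fluorescence (485/531 nm) after Ub-CHOP2 cleavage activates the enterokinase reporter on its substrate; USP2 core 10nM, Ub-CHOP2 and substrate 25nM each, 30min compound preincubation then 60min RT; data normalized to NEM, curves fitted.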
Eya2 phos inh = inhibitors of human Eya2 phosphatase activity; O00167; recombinant Eya2, OMFP fluorescence dephosphorylation (OMFP is methylfluorescein phosphate); Potency, µM (titrated, usually from 76.9 µM), inactives show at the top dose activity, negative = inhibition, actives largely listed as inhibitors; 330,000 tested, 0.006% active; AID 488837; note: potency is the fitted concentration of half-maximal effect
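Eya2 protein (added as 0.2 uM solution) was preincubated with compound for 10 min at ambient temperature in 50 mM HEPES pH 7.5, 50 mM NaCl, 5 uM MgCl2, 0.05% BSA, 1 mM DTT. OMFP (added at 50 uM) then reacted 10 min; fluorescence read at 485/525 nm.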
FBPA coupling cs = coupling enzyme interference in Giardia aldolase counter-screen; coupling enzyme system counterscreen, AmpLite Red fluorescence; 290,000 tested, 0.67% active; AID 2472; activity change, negative = inhibition, % at 58.2 µM, hits read low; in the data active = activity change below about -30%
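Fluorescence at 525 nm excitation and 598 nm emission measured inhibition of the coupled detection system without aldolase. Compounds (at 57.5 uM final) were preincubated 10 min at room temperature with coupling enzyme reagent before a 20 min substrate/AmpLite Red step.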
B2AR arrestin = beta2AR (human) beta-arrestin recruitment activity. beta-arrestin recruitment to beta2AR, cell-based reporter. 330,000 tested, 0.02% active. AID 492947. P07550. Potency, µM (series often up to 46.1 µM), for inactives: top-dose activation, usual class: activators;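 note: potency is the fitted concentration of half-maximal effect; 0% = DMSO controls and full agonism = EC100 isoproterenol or metaproterenol; nearly all actives have a fitted effect of over 65% in size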
GALK inhibitor = inhibitors of human galactokinase; Potency, µM (highest dose often 57.5 µM), without a hit: top-dose activity change, negative = inhibition, hits mostly inhibitors; Purified GALK, Kinase-Glo residual ATP luminescence; P51570; 270,000 tested, 0.007% active; note: potency is the fitted concentration of half-maximal effect
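Quantitative HTS: GALK 5 nM, ATP 35 uM, galactose 100 uM, 1 h room temperature, then luciferase-based ATP detection.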
Starred values were filed as active, the others as inactive; i = inactive; ? = inconclusive; · = no result given; & = joins results of further samples; [ ] = another dose, or the depositor's remark. Unless noted, calls come from the whole dose curve; as a rule, active = well fitted curve in the direction sought with a large enough effect; inconclusive = small, poorly fitted or top-dose-only effect, or another doubt; inactive = no such curve, though single readings can be large; an effect the other way counts as inactive or inconclusive. Unless noted, % is set by controls: 0 for no effect and ±100 for the full control effect.

SMILES | KCNH2 3.1 inh | BCR signal inh | Giardia kill | uPA surface inh | PKM2 act | KCNH2 WT inh | USP2a block | Eya2 phos inh | FBPA coupling cs | B2AR arrestin | GALK inhibitor
CCOc1c(C)cnc2c1c(=O)n(CC(=O)NCC1CCCO1)c(=O)n2C (stereo not given) | 15 | 0% | 12 | 13% | · | -12 | 2% | -24% | · | -0.1% | ·
CC(=O)c1cccc(N=Nc2c(C)[nH]c3ccccc23)c1 | -7 | 1% | -2 | 0% | -2% | -4 | -10% | -5% | -4 | 9.5% | 2%
CCOc1ccc(N=C(NC#N)SCC(=O)NC2CC2)cc1 | -1 | 2% | -10 | · | -2% | -16 | -2% | 1% | -1 | 1.1% | 0%
Nc1nc(Nc2cccc(Cl)c2)nc(NCCO)c1[N+](=O)[O-] | 5 | 17% | 7 | 13% | -6% | 2 | -7% | -18% | 0 | -0.7% | ·
CCn1c(=O)cc(OCC(=O)NCc2cccs2)c2ccccc21 | -15 | -10% | 6 | 0% | 0% | 1 | 3% | -10% | 1 | 0.3% | 6%
O=c1c2ccccc2[nH]c(=S)n1CCN1CCc2ccccc2C1 | 1 | ? | -27 | 0% | 0% | -6 | 1% | -1% | 0 | -0.1% | 1%
COc1ccc(N2C(=O)Cc3ccccc3C2=O)cc1 | -12 | 0% | 13 | 10% | · | 0 | 3% | 12% | -2 | -0.4% | -1%
CC(=O)Nc1sc(N/N=C/c2ccc(C)cc2)nc1-c1ccc(C)cc1 | 24 | 9% | -5 | ? | 7.1µM* | 4 | -2% | -3% | -3 | -0.1% | -2%
O=C(NC1CCN(S(=O)(=O)c2cccc(F)c2)CC1)c1ccc(F)cc1 | 0 | 7% | -4 | -29% | -1% | · | 2% | -13% | -2 | -0.8% | 1%
CCCN1CCN(CCCNC(=O)Cn2cc3c(n2)CCCC3)CC1 | -11 | 4% | 11 | -1% | 8% | 2 | 2% | 8% | 3 | -0.2% | -1%
O=C(NCc1nnc(SCC(=O)N2CCOCC2)o1)c1c(F)cccc1Cl | 17 | -4% | -14 | 1% | 1% | 0 | -6% | -9% | -1 | 0.4% | -4%
CC(C)Oc1ccc(C(=O)NC(C)(C)CO)cc1 | 15 | -13% | -4 | 1% | -2% | -12 | -1% | -20% | 2 | -0.2% | -2%
COCCn1c(SC(C)C(=O)Nc2ncc(Cl)cc2Cl)nc2ccccc21 (stereo not given) | 0 | 16% | 4 | -12% | -5% | -3 | 2% | 14% | -1 | 0.4% | -3%
COc1ccc(-n2c(SC(C)C(=O)Nc3ccc(NC(C)=O)cc3)nc3ccccc3c2=O)cc1OC (stereo not given) | -7 | 4% | 13 | 0% | · | -4 | -2% | 2% | 0 | 0.2% | ·
CCn1c(=O)c2ccccc2n2c(SCC(=O)NCc3cccs3)nnc12 | 7 | -20% | -9 | · | -1% | 9 | 0% | 8% | 7 | 0.0% | 0%
CCOC(=O)c1nn(-c2ccc([N+](=O)[O-])cc2)cc1O | 17 | ? | 0 | 6% | 1% | -9 | -1% | -1% | 0 | -0.7% | -3%
CSc1ncc(C(C)=O)c(C)n1 | 5 | 8% | 2 | -20% | -13% | 0 | 0% | 4% | 2 | 0.2% | -1%
CC(C)CC1NC(=O)N(CC(=O)NC2CCCCC2)C1=O (stereo not given) | 3 | 2% | 1 | 4% | · | 9 | 1% | 18% | · | -0.1% | ·
COc1ccc(/C=C/C(=O)Nc2nc(C)cc(C)n2)cc1OC | 9 | ? | -1 | 2% | 0% | 1 | 4% | 21% | 4 | -0.5% | -1%
Cc1cc(C)c2nc(SC3CCOC3=O)cc(C)c2c1 (stereo not given) | -49 | 5% | -28 | -2% | 0% | -2 | -1% | -17% | 7 | -0.2% | -2%
CCCCC(=O)Nc1ccc(N2CCN(C(=O)CC)CC2)cc1 | 1 | 7% | -4 | 1% | -2% | -5 | -1% | -6% | -2 | 0.3% | 0%
O=C(Nc1ccccc1N1CCN(C(=O)c2ccc(Cl)cc2)CC1)c1ccc([N+](=O)[O-])o1 | -93* | ? | -89* | -18% | 0% | -94* | -1% | -16% | · | 0.2% | -3%
O=C(NCc1ccco1)/C(=C\c1ccco1)NC(=O)c1ccco1 | 12 | 0% | 2 | 0% | 17% | -8 | 0% | -2% | -21 | -0.8% | -1%
CC(=O)c1sc(NC(=O)c2ccc(F)cc2)nc1-c1ccccc1 | 9 | 7% | 2 | 2% | -13% | -7 | -17% | -6% | 0 | 0.1% | 3%
CCc1cc(Cn2nc(-c3ccccc3)cc2C(=O)NCc2ccc(C)cc2)on1 | 12 | -3% | 14 | -2% | · | -6 | 0% | 17% | · | -0.2% | ·
SMILES | KCNH2 3.1 inh | BCR signal inh | Giardia kill | uPA surface inh | PKM2 act | KCNH2 WT inh | USP2a block | Eya2 phos inh | FBPA coupling cs | B2AR arrestin | GALK inhibitor
CC(C)n1nc(C(=O)Nc2nc3ccc(S(C)(=O)=O)cc3s2)c2ccccc2c1=O | 6 | -1% | 1 | 10% | -1% | -13 | 4% | 2% | 1 | -0.5% | -3%
CCCc1cc(=O)oc2cc(OCC(=O)NCCCn3ccnc3)c(Cl)cc12 | 4 | ? | -11 | -9% | 2%[0.46 µM] | 7 | -2% | 0% | 0 | 0.1% | 6%
CC(C)n1c(O)c(N=NC(=O)CNC(=O)Cc2ccc(Cl)cc2)c2ccccc21 | -1 | 6% | -28 | 8% | 21% | 11 | 2% | -14% | 0 | 0.2% | 13%
Cc1ccc(-c2nn(CCC(=O)NN3CCOCC3)c(=O)c3ccccc23)cc1 | -13 | 2% | 11 | -1% | -1% | 1 | 5% | -2% | 5 | -1.1% | ·
CC(OC(=O)c1cnccn1)C(=O)c1ccccc1 (stereo not given) | 26 | 10% | -6 | -1% | · | -4 | 0% | 6% | · | -2.5% | ·
Cc1ccc(N2CCN(c3cc(C)nc4nc(C)nn34)CC2)c(C)c1 | -27 | 0% | 24 | 8% | -6% | 12 | -1% | 0% | 1 | -0.7% | ·
COc1ccccc1C(=O)C1CCCN(C(=O)c2ccc3c(c2)OCCO3)C1 (stereo not given) | 1 | ? | -16 | 6% | -1% | -3 | 0% | -14% | 1 | 0.0% | 7%
Cc1ccc(-c2cc(C(=O)Nc3c(C)n(C)n(-c4ccccc4)c3=O)[nH]n2)c(O)c1C | 7 | 11% | -3 | 2% | -4% | -1 | 0% | -2% | 4 | -0.6% | 9%
COc1ccc(-c2nnc(SCC(=O)NCC3CCCO3)n2C)cc1 (stereo not given) | 1 | 7% | 6 | 6% | ? | i | 1% | -8% | 0 | -0.3% | -1%
Cc1ccc[n+](C2C(c3ccc([N+](=O)[O-])cc3)C(C#N)=C([S-])NC2(O)C2CC2)c1 (stereo not given) | -7 | -12% | 1 | -13% | 1% | -1 | 0% | -8% | -16 | -0.4% | 0%
CSc1ccc(CNc2nnnn2C)cc1 | 11 | 6% | -2 | 3% | -3% | 2 | 0% | 4% | 1 | -0.1% | -7%
CCN(CC)CCCCNc1ncc2cc(-c3cc(OC)cc(OC)c3)c(NC(=O)NC(C)(C)C)nc2n1 | -12 | ? | 12 | 7.1µM* | 2% | -26 | -1% | -2% | 0&1 | 0.1% | ·
Cc1ccc(Oc2c(C(N)=O)cc([N+](=O)[O-])cc2[N+](=O)[O-])cc1 | -4 | ? | 19 | -17% | 0% | 0 | -1% | 7% | 0 | -0.4% | 1%
COc1ccc(C2=C(O)C(C)N(c3ccccc3)C2=N)cc1OC (stereo not given) | 1 | 0% | 2 | 10% | -5% | -14 | 1% | -7% | -9 | 0.0% | 0%
COc1ccc(CCCc2nnc(SCC(=O)Nc3nc(C)cs3)n2C)cc1 | -8 | 2% | 2 | · | -1% | 3 | 1% | 8% | 2 | -0.9% | 2%
COc1ccc(N(CCCN2C(=O)c3cccc4cccc(c34)C2=O)C(=O)c2cccc(OC)c2)cc1 | -5 | -10% | 4 | -6% | 2% | 6 | 1% | -7% | 4 | -0.5% | -1%
Cc1cc(C)nc(NS(=O)(=O)c2ccc(Br)s2)c1 | 16 | -20% | 11 | -13% | 16% | -12 | -2% | -4% | -36* | -0.5% | 2%
CCCn1c(-c2ccc(OC)cc2)nc2nc3ccccc3nc21 | -3 | 4% | -24 | · | 1% | 11 | 1% | 13% | 3 | -0.3% | 4%

As a short view, some entries already given:
SMILES | KCNH2 3.1 inh | BCR signal inh | Giardia kill | uPA surface inh | PKM2 act | KCNH2 WT inh | USP2a block | Eya2 phos inh | FBPA coupling cs | B2AR arrestin | GALK inhibitor
COc1ccccc1C(=O)C1CCCN(C(=O)c2ccc3c(c2)OCCO3)C1 (stereo not given) | 1 | ? | -16 | 6% | -1% | -3 | 0% | -14% | 1 | 0.0% | 7%
Cc1ccc(-c2cc(C(=O)Nc3c(C)n(C)n(-c4ccccc4)c3=O)[nH]n2)c(O)c1C | 7 | 11% | -3 | 2% | -4% | -1 | 0% | -2% | 4 | -0.6% | 9%
COc1ccc(-c2nnc(SCC(=O)NCC3CCCO3)n2C)cc1 (stereo not given) | 1 | 7% | 6 | 6% | ? | i | 1% | -8% | 0 | -0.3% | -1%
